Source: PubChem BioAssay (Sanford-Burnham Center for Chemical Genomics)
MKP-3 inhibition = MKP-3 phosphatase inhibitors, primary screen, biochemical, rat enzyme, in vitro (AID 425); recombinant MKP-3 phosphatase activity, fluorescence; higher % means a stronger effect; inhibition, % at 20 µM, or IC50 in µM where a hit was titrated; 0.17% of 110,000 active; in the data active means inhibition above about 50%;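 further: plate controls were vehicle for no effect and reference inhibitor for full effect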
Hsp70 displacement = Hsp70 inhibitors, probe displacement, primary screen, biochemical, fluorescence polarization (AID 583). Heat shock 70 kDa protein 1A (Homo sapiens). 0.06% of 140,000 active. one-dose displacement, % at 20 µM; IC50 in µM for titrated hits. Hsp70 fluorescence polarization probe displacement, mP; higher % means a stronger effect; in the data active means displacement above about 50%;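 further: plate controls were vehicle for no effect and reference ligand for full effect; a part of the inactive calls stands beside numbers as strong as those of hits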
An asterisk follows results filed as active; & = joins results of further samples. Some of the compounds tested, so the mix of outcomes need not match the whole.

CCOC(=O)c1cc2oc(C(c3nnnn3C3CCCCC3)N3CCOCC3)cc2[nH]1 (configuration not stated) was read as MKP-3 inhibition -2% and Hsp70 displacement 1.0%.
Screening COc1cc(C(=O)Nc2oc(-c3ccccc3)c(-c3ccccc3)c2C#N)cc(OC)c1OC returned MKP-3 inhibition 15% and Hsp70 displacement -0.9%.
Screening Cc1c[nH]c2cccc(OCC(O)CNC(C)(C)C)c12 (configuration not stated) returned MKP-3 inhibition 0% and Hsp70 displacement 2.4%.
Screening CCOC(=O)CCSc1nc(C)c2ccccc2n1 returned MKP-3 inhibition -11% and Hsp70 displacement 2.1%.
`C#CCOc1ccc2c(C)cc(=O)oc2c1` gave MKP-3 inhibition -4% and Hsp70 displacement -3.5%.
Screening O=C(NCc1ccco1)C1(S(=O)(=O)c2ccc(Cl)cc2)CC1 returned MKP-3 inhibition -2% and Hsp70 displacement 4.8%.
For O=C(Nc1cccc(Cl)c1)c1ccccc1C(F)(F)F the results were MKP-3 inhibition 3% and Hsp70 displacement -4.9%.
Screening Nc1nc(-c2cccnc2)nc(N2CCCCC2)n1 returned MKP-3 inhibition -12% and Hsp70 displacement 2.7%.
Screening O=C(CN(CC1CCCO1)C(=O)Cn1nnc(-c2ccc(F)cc2)n1)NC1CCCCC1 (configuration not stated) returned MKP-3 inhibition -4% and Hsp70 displacement 2.5%.
For COc1ccc(Br)cc1S(=O)(=O)N1CCN=C1C the results were MKP-3 inhibition -12% and Hsp70 displacement 1.3%.
For [N-]=[N+]=CC(=O)c1ccnc(C(=O)C=[N+]=[N-])c1 the results were MKP-3 inhibition -5% and Hsp70 displacement 0.6%.
Screening CCOC(=O)c1c(NC(=O)Cn2nnc(-c3ccc(Cl)cc3)n2)sc(CC)c1C returned Hsp70 displacement -5.3%.
Screening Cc1cc(/C=N/n2cnnc2)c(C)n1-c1ccc(F)cc1 returned MKP-3 inhibition -3% and Hsp70 displacement -20%.
For CCn1cc(C(=O)NCCCN2CCC(C)CC2)c2cc(OC)c(OC)cc2c1=O the results were MKP-3 inhibition -6% and Hsp70 displacement 1.3%.
For COc1cc([N+](=O)[O-])ccc1NC(=O)COc1cc(C)ccc1C(C)(C)C the results were MKP-3 inhibition 4% and Hsp70 displacement -3.1%.
For CCOC(=O)CSc1nnc2cc(C)c3ccccc3n12 the results were Hsp70 displacement 0.1%.
`CCCc1[nH]n(-c2ccc([N+](=O)[O-])cc2)c(=O)c1C=NCCc1ccc(OC)c(OC)c1` gave MKP-3 inhibition 4% and Hsp70 displacement -3.3%.
O=C1CC(c2ccc3c(c2)OCO3)C2=C(CCCC2=O)N1 (configuration not stated) was read as MKP-3 inhibition -1% and Hsp70 displacement -1.9%.
For Cc1cccc(-c2noc(-c3ccco3)n2)c1 the results were MKP-3 inhibition -5% and Hsp70 displacement -6.2%.
Cc1ccc(C2Nc3cccc4cccc(c34)N2)cc1 was read as MKP-3 inhibition 1% and Hsp70 displacement 3.6%.
Cc1cc(NC(=O)c2cccc(F)c2)ncc1NC(=O)c1ccco1 was read as MKP-3 inhibition 1% and Hsp70 displacement 5.5%.
Screening CCn1c(SCC(=O)Nc2ccc(NC(C)=O)cc2)nnc1C1CC1 returned MKP-3 inhibition -5% and Hsp70 displacement -3.7%.
Screening Cc1ccc2c(c1)C1C=CCC1C(c1ccc([N+](=O)[O-])cc1)N2 (configuration not stated) returned MKP-3 inhibition 3% and Hsp70 displacement -2.0%.
For O=C(Nc1ccccc1C(=O)Nc1ccccc1Cl)c1ccncc1 the results were MKP-3 inhibition 3% and Hsp70 displacement -1.1%.
For O=C1CSC(c2ccc(F)cc2)N1Cc1ccccc1 (configuration not stated) the results were MKP-3 inhibition -4% and Hsp70 displacement 4.3%.
Screening O=c1[nH]c(N2CCCCC2)nc2ncn(Cc3ccccc3)c12 returned MKP-3 inhibition -7% and Hsp70 displacement -1.1%.
For CCOC(=O)C(CCC(OC(=O)c1ccccc1)(C(=O)OCC)C(=O)OCC)(OC(=O)c1ccccc1)C(=O)OCC the results were MKP-3 inhibition 0% and Hsp70 displacement -4.0%.
COc1ccc(N=c2ssc3c2-c2cc(OC)ccc2NC3(C)C)cc1 was read as MKP-3 inhibition -2% and Hsp70 displacement 0.6%.
`c1ccc(OCCCc2nc(-c3cccnc3)no2)cc1` gave MKP-3 inhibition -13% and Hsp70 displacement 9.1%.
For Cc1ccc(Cn2nnc3c(=O)[nH]c(C4CCCN(S(=O)(=O)c5ccccc5)C4)nc32)cc1 (configuration not stated) the results were Hsp70 displacement -0.1%.

Next part (4 carried over from the part before).
For CCOC(=O)C(CCC(OC(=O)c1ccccc1)(C(=O)OCC)C(=O)OCC)(OC(=O)c1ccccc1)C(=O)OCC the results were MKP-3 inhibition 0% and Hsp70 displacement -4.0%.
COc1ccc(N=c2ssc3c2-c2cc(OC)ccc2NC3(C)C)cc1 was read as MKP-3 inhibition -2% and Hsp70 displacement 0.6%.
`c1ccc(OCCCc2nc(-c3cccnc3)no2)cc1` gave MKP-3 inhibition -13% and Hsp70 displacement 9.1%.
For Cc1ccc(Cn2nnc3c(=O)[nH]c(C4CCCN(S(=O)(=O)c5ccccc5)C4)nc32)cc1 (configuration not stated) the results were Hsp70 displacement -0.1%.
For Cc1ccc(CN2CCN(/N=C/c3cc([N+](=O)[O-])ccc3Cl)CC2)cc1 the results were MKP-3 inhibition -2% and Hsp70 displacement 1.9%.
For CC(CN1CCCCC1)OC(=O)Cc1ccc(Cl)cc1 (configuration not stated) the results were MKP-3 inhibition -6% and Hsp70 displacement 1.7%.
`O=C(Nc1ccc(F)cc1)c1ccccc1C(F)(F)F` gave MKP-3 inhibition 1% and Hsp70 displacement -0.2%.
Screening Cc1noc(C)c1C(=O)Nc1ccc(F)c(F)c1 returned Hsp70 displacement -2.8%.
Screening c1ccc2sc(-c3ccc(NCc4ccc5c(c4)OCO5)cc3)nc2c1 returned MKP-3 inhibition 3%.
`Cc1ccc(C(=O)Nc2ccc(C(C)C)cc2)cc1C` gave MKP-3 inhibition -2% and Hsp70 displacement -3.4%.
For CCOCC(=O)Nc1ccc(F)c(F)c1 the results were MKP-3 inhibition -17% and Hsp70 displacement -1.1%.
CN(C)C(=O)c1ccccc1NC(=O)c1ccccc1Cl was read as MKP-3 inhibition -4% and Hsp70 displacement -2.4%.
Screening O=C1CCCC2=C1C(O)(C(F)(F)F)C(=O)N2Cc1ccccc1 (configuration not stated) returned MKP-3 inhibition -12% and Hsp70 displacement -3.8%.
For Cc1nc2sc(C(=O)c3ccc(F)cc3)c(N)c2c(C)c1C(=O)Nc1ccccc1 the results were MKP-3 inhibition 0% and Hsp70 displacement -4.2%.

A section from the list above, for reference:
For CCOCC(=O)Nc1ccc(F)c(F)c1 the results were MKP-3 inhibition -17% and Hsp70 displacement -1.1%.
CN(C)C(=O)c1ccccc1NC(=O)c1ccccc1Cl was read as MKP-3 inhibition -4% and Hsp70 displacement -2.4%.

Continuation:
`C=CCN=CC1=C(O)CC(C)(C)CC1=O` gave MKP-3 inhibition -2% and Hsp70 displacement -2.1%.
Screening Cc1n[nH]c(C)c1S(=O)(=O)N1CCN(C2CCCCC2)CC1 returned MKP-3 inhibition -2%.
For Cc1cc2ccccc2c(=O)n1CC(=O)NCC(=O)N1CCN(c2ccccc2)CC1 the results were MKP-3 inhibition 11% and Hsp70 displacement 4.2%.
For Clc1ccc(COc2ccccn2)c(Cl)c1 the results were MKP-3 inhibition -12% and Hsp70 displacement 1.7%.
For COc1ccc(-c2csc(NC(=O)CSc3nc(C)cs3)n2)cc1 the results were Hsp70 displacement 2.0%.
O=C(c1ccc(N2CCN(C3CC(=O)N(c4ccc(F)cc4)C3=O)CC2)cc1)c1cccnc1 (configuration not stated) was read as Hsp70 displacement -4.5%.
For CC(C)OCCCNC(=O)C(C)Oc1ccccc1 (configuration not stated) the results were Hsp70 displacement 1.4%.
For CCOC(=O)Cc1cc(OC)c(OC)cc1Cc1cc(OC)c(OC)cc1CC(=O)OCC the results were MKP-3 inhibition -1% and Hsp70 displacement 2.0%.
Screening Cc1n[nH]c(C)c1Sc1ccccc1N=Cc1cccc(Cl)c1 returned MKP-3 inhibition 4% and Hsp70 displacement 0.2%.
For CN1C(=O)N(C)C2C1NC(=O)N2C (configuration not stated) the results were MKP-3 inhibition -5% and Hsp70 displacement -0.6%.
`Cc1cc(NC(=O)c2ccco2)ccc1NC(=O)Cc1cccs1` gave Hsp70 displacement 0.9%.
Screening Cn1c(=O)n(CCOc2ccccc2Cl)c2ccccc21 returned MKP-3 inhibition -9% and Hsp70 displacement 1.2%.
`Cc1ccc(-c2cc(C(=O)Nc3ccccc3C)c3ccccc3n2)o1` gave Hsp70 displacement 3.3%.
For CC(C)C(=O)Nc1cccc(-c2nc3ccccc3c(=O)o2)c1 the results were Hsp70 displacement -2.6%.
CC(=O)N1CSCC1C(=O)N1CCN(c2ccc(N3CCOCC3)nn2)CC1 (configuration not stated) was read as MKP-3 inhibition -10% and Hsp70 displacement 1.4%.
`CSCCC(NC(N)=O)C(=O)NCc1ccccc1Cl` (configuration not stated) gave MKP-3 inhibition 6% and Hsp70 displacement -2.9%.
O=C(Nc1cccc2ccccc12)C(O)(c1ccccc1)c1ccccc1 was read as MKP-3 inhibition 0% and Hsp70 displacement -0.2%.
Screening CCOc1cc(/C=N/NC(=O)c2cccs2)ccc1OC(=O)c1ccc(C)cc1 returned MKP-3 inhibition 3% and Hsp70 displacement -0.9%.
For CCOC(=O)C1(C)NC(c2ccco2)C2C(=O)N(c3ccc(C)cc3)C(=O)C21 (configuration not stated) the results were Hsp70 displacement 0.5%.
`CCOc1ccc(-c2cc(C(=O)N3CCN(Cc4ccccc4)CC3)c3ccccc3n2)cc1` gave MKP-3 inhibition -2% and Hsp70 displacement 7.4%.
For O=C(NCCSc1c[nH]c2ccccc12)c1ccco1 the results were MKP-3 inhibition -8% and Hsp70 displacement -0.1%.
For COC(=O)Cc1cc(=O)n2[nH]c(C(F)(F)F)nc2n1 the results were Hsp70 displacement 0.2%.
`Cc1ccc(OCCCn2cc(C#N)c3ccccc32)cc1` gave Hsp70 displacement 5.2%.
Screening O=C(CSc1nc2ccc([N+](=O)[O-])cc2s1)NCCc1ccccc1 returned MKP-3 inhibition 2% and Hsp70 displacement 3.9%.
`Cc1occc1-c1nnc(SCC(=O)N2CCc3ccccc32)o1` gave MKP-3 inhibition 2% and Hsp70 displacement 8.4%.
`CC(CNS(=O)(=O)c1cc(Cl)ccc1Cl)CN(C)C` (configuration not stated) gave MKP-3 inhibition -5% and Hsp70 displacement 0.4%.
`Cc1ccccc1Cn1nc(C)c(NC(=O)c2nc3n(n2)C(C(F)F)CC(C)N3)c1C` (configuration not stated) gave MKP-3 inhibition 2% and Hsp70 displacement 2.4%.
CCNC(=S)NNC(=O)c1csc(CC)c1 was read as Hsp70 displacement 2.0%.
S=c1[nH]nc(COc2ccc(Cl)cc2Cl)n1-c1ccccc1 was read as MKP-3 inhibition 2% and Hsp70 displacement -3.1%.
For COc1ccc(S(=O)(=O)N2CCCC(C(=O)Nc3cccnc3)C2)cc1Cl (configuration not stated) the results were MKP-3 inhibition 1% and Hsp70 displacement -5.8%.
`CCOC(=O)C1=C(C)NC(=O)NC1c1ccc(OC)c(Cl)c1` (configuration not stated) gave MKP-3 inhibition -19% and Hsp70 displacement 5.4%.
For CC(C)c1ccc(C2C3CSCC=C3C(C#N)=C(N)C2(C#N)C#N)cc1 (configuration not stated) the results were Hsp70 displacement -6.7%.
COc1cc(NC(=O)COc2ccc(C)cc2)cc(OC)c1 was read as MKP-3 inhibition 4% and Hsp70 displacement -1.6%.
Screening COc1cccc(-n2c(=O)[nH]cc(C(=O)Nc3ccc(NC(C)=O)cc3)c2=O)c1 returned MKP-3 inhibition -3% and Hsp70 displacement -1.5%.
For CCOC(=O)CC(=O)CSc1nc2cc(C)ccc2cc1C the results were Hsp70 displacement -1.2%.
Screening COc1cc(OC)cc(C(=O)N2CCN(C(=O)c3ccccc3OC)CC2)c1 returned MKP-3 inhibition 1% and Hsp70 displacement 3.7%.
For Cc1onc(-c2ccccc2Cl)c1C(=O)Nc1sc2c(c1C(N)=O)CCCC2 the results were MKP-3 inhibition 2% and Hsp70 displacement -2.7%.
CCC(C)NC(=O)c1ccc(CS(=O)(=O)Cc2ccc(Cl)cc2)o1 (configuration not stated) was read as Hsp70 displacement 1.9%.
`Nc1nc(N2CCOCC2)nc(N(c2ccccc2)c2ccccc2)n1` gave MKP-3 inhibition -2% and Hsp70 displacement -1.1%.
Screening Cc1ccc(S(=O)(=O)N2CCN(C3CCCCC3)CC2)cc1 returned MKP-3 inhibition 3% and Hsp70 displacement 1.3%.

Overlap with the part before: three compounds; new compounds follow.
CCC(C)NC(=O)c1ccc(CS(=O)(=O)Cc2ccc(Cl)cc2)o1 (configuration not stated) was read as Hsp70 displacement 1.9%.
`Nc1nc(N2CCOCC2)nc(N(c2ccccc2)c2ccccc2)n1` gave MKP-3 inhibition -2% and Hsp70 displacement -1.1%.
Screening Cc1ccc(S(=O)(=O)N2CCN(C3CCCCC3)CC2)cc1 returned MKP-3 inhibition 3% and Hsp70 displacement 1.3%.
For O=C(NNC(=O)c1ccccc1[N+](=O)[O-])Nc1ccccc1 the results were MKP-3 inhibition 2% and Hsp70 displacement 0.4%.
CN(C)c1ccc(C(=S)N2CCN(c3ccccc3)CC2)cc1 was read as MKP-3 inhibition -6%&0% and Hsp70 displacement -4.5%&-0.4%.
Cc1ccc(C(=O)Nc2c(C)ccc3nsnc23)cc1 was read as MKP-3 inhibition -3% and Hsp70 displacement 0.5%.
COC(=O)c1c(NC(=O)c2cccc(Br)c2)sc(C)c1C was read as MKP-3 inhibition 0% and Hsp70 displacement -4.6%.
For COc1cc(C)c(S(=O)(=O)N2CCN(C)CC2)cc1C the results were MKP-3 inhibition -3% and Hsp70 displacement -1.1%.
Screening CCOCC(=O)Nc1cccc(NC(C)=O)c1 returned MKP-3 inhibition -17% and Hsp70 displacement 1.1%.
COc1ccccc1S(=O)(=O)Nc1cccc(-c2nnc3n2CCCCC3)c1 was read as Hsp70 displacement 3.1%.
